PfG6PD inh: PfG6PD (Plasmodium falciparum) enzyme inhibition; PfGluPho enzyme, NADPH resazurin-diaphorase fluorescence; inhibition, % at 20 µM; 350,000 tested, 0.78% active;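 active = inhibition reaching at least a set limit at 20 µM in the primary screen, cut at about 59% in these data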;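 also: 0% = DMSO wells with substrate and 100% = DMSO wells lacking glucose-6-phosphate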
SENP6 inh: blocks the human protease SENP6; Recombinant SENP6 catalytic domain, aminoluciferin luminescence; inhibition, % at 10 µM; 330,000 tested, 1.8% active;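 active = inhibition above about 50% at the single tested dose, limit read from the data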;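 also: plate controls were DMSO wells with enzyme for no effect and DMSO wells lacking enzyme for full effect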
SENP8 block-1: inhibitors of human SENP8 protease; Q96LD8; recombinant SENP8, Nedd8 substrate fluorescence; inhibition, % at 20 µM; 360,000 tested, 0.64% active; AID 602440; in the data active = inhibition mostly above about 40%, no sharp cut-off; inactive = mostly below about 27%
SENP7 inh: blocks the human protease SENP7 | Q9BQF6 | recombinant SENP7, Z-RLRGG-aminoluciferin luminescence, 40 min | inhibition, % at 5 µM | 330,000 tested, 1.5% active;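 active = inhibition above about 50% at the single test dose, limit read from the data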;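 also: plate controls were DMSO with enzyme for no effect and no enzyme buffer wells for full effect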
Apaf-1 inh: blocks human Apaf-1 apoptosome activity; O14727; reconstituted apoptosome caspase-3 activity, DEVD-Rh110 fluorescence; inhibition, % at 20 µM; 330,000 tested, 0.71% active; active = inhibition of at least 40% at 20 µM;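 also: plate controls were DMSO wells for no effect and DEVD-CHO caspase inhibitor wells for full effect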
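Assay system – apoptosome proteins · Medium – Hepes buffer, pH 7.5 · Also added – cytochrome c with DEVD-Rh110 · Timing – 30 min compound preincubation, 50 min activation, room temperature · Detection – Rh110 fluorescence, excitation 480 nm, emission 540 nm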
NLRP3 yeast inh: NALP3 inhibition in yeast. Yeast reconstituted NLRP3/ASC/caspase-1, beta-gal luminescence, 24 h. inhibition, % at 10 µM. 330,000 tested, 0.39% active;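 active = inhibition of 50% or more; inactive = inhibition below 50%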;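 also: plate controls were induced DMSO wells for no effect and uninduced yeast grown without galactose for full effect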
SENP8 block-2: inhibitors of human SENP8 protease. 330,000 tested, 1.2% active. purified SENP8, Z-RLRGG-aminoluciferin cleavage, luminescence. inhibition, % at 10 µM. Q96LD8. AID 2540; in the data active = inhibition above about 50%
SENP1 inh: inhibitors of human SENP1 SUMO protease catalytic domain | Q9P0U3 | recombinant SENP1 catalytic domain, CyPet-SUMO1-YPet FRET cleavage | inhibition, % at 10 µM | 360,000 tested, 0.21% active;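 active = inhibition at least 30% at 10 µM, raw YFP signal under a set limit, fluorescence ratio 0.5 to 1.5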;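 also: 0% = enzyme with DMSO and 100% = no enzyme wells; some results filed as inactive read as strong as hits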
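Controls: no-enzyme wells low, DMSO-plus-enzyme wells high control. Test system: human recombinant His6-tagged SENP1 catalytic domain enzyme. Reagent: SFCypet-SUMO1-SFYpet FRET protein substrate, 25 nM final. Doses: one dose per compound, 10 µM, 0.5% DMSO. Detection: FRET, CFP and YFP emission. Timing: 50 min reaction at room temperature.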
HKDC1 inhibitor: blocks human hexokinase HKDC1 activity; Q2TB90; recombinant HKDC1, G6PDH/diaphorase resazurin coupled fluorescence; inhibition, % at 20 µM; 340,000 tested, 0.16% active; AID 493160;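 active = inhibition above about 35% when tested at 20 µM, limit read from the data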;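 also: plate controls were DMSO wells with enzyme for no effect and DMSO wells lacking enzyme for full effect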
Target sequence (Q2TB90 whole entry, looked up): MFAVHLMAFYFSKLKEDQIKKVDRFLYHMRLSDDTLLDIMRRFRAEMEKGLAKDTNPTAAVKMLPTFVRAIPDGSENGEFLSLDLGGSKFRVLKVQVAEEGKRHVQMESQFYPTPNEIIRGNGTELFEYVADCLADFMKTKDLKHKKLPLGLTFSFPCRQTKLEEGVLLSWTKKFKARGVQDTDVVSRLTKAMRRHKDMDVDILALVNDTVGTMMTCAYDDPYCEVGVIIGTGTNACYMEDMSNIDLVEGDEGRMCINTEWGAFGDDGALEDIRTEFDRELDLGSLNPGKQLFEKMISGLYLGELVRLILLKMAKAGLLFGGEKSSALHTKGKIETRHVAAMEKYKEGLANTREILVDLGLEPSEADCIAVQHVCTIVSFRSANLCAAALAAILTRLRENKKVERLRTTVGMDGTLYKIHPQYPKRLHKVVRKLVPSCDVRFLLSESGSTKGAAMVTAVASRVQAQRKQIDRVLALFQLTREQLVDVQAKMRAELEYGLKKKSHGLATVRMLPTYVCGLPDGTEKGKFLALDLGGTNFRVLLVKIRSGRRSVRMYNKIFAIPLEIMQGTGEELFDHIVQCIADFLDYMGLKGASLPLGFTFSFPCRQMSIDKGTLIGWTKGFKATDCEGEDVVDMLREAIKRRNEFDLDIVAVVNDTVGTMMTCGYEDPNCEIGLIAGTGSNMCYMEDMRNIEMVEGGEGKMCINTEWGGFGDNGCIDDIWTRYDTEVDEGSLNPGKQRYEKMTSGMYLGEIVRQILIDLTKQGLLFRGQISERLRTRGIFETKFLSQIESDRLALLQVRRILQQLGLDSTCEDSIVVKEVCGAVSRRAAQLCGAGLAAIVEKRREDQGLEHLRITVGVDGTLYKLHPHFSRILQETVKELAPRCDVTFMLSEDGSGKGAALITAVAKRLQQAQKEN
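Material: recombinant HKDC1 hexokinase; Amount: HKDC1 at 5 µg/mL; Medium: Tris pH 8.0 buffer with MgCl2, Tween-20, BSA, BME; Schedule: 90 min reaction incubation at room temperature, dark; Technique: coupled resazurin fluorescence, excitation 525 nm, emission 613 nm.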
Starred values were filed as active, the others as inactive; / = no result given. The order is random; about 4.1% have a hit in one of these screens.

#1 CCCCn1c(N)c(-c2nc3ccccc3s2)c2c([N+](=O)[O-])nn(C)c(=O)c21
#2 COc1ccc(-c2nc3ccccc3c(=O)o2)cc1OC
#3 CC(C)(C)c1ccc2c(c1)OCC(C(=O)O)O2 (stereo unspecified)
#4 Cc1nc(C(=O)NC2CCOCC2)sc1C1(C)CC(c2cccc([N+](=O)[O-])c2)=NO1 (stereo unspecified)
#5 Nc1nnnn1CC(=O)N/N=C/c1cccs1
#6 COc1ccc(NC(=O)CCN2CCN(S(=O)(=O)c3ccc(C(C)C)cc3)CC2)cc1

assay / compound	1	2	3	4	5	6
PfG6PD inh	5	3	-10	-6	8	-19
SENP6 inh	-7	-14	-3	-6	2	7
SENP8 block-1	11	-106	23	22	12	3
SENP7 inh	-9	-17	-5	1	-1	4
Apaf-1 inh	6	8	6	-2	-7	16
NLRP3 yeast inh	8	21	7	7	23	16
SENP8 block-2	-1	-10	0	-5	-9	-3
SENP1 inh	-17	-1	2	0	0	0
HKDC1 inhibitor	3	8	-6	5	-4	17

#7 COC(=O)c1ccccc1NC(=O)CN1CCC(NC(=O)c2ccc(C)cc2)CC1
#8 COC(=O)NC(NC(=S)Nc1ccccc1OC)C(Cl)(Cl)Cl (stereo unspecified)
#9 O=C(NCCc1ccccc1)c1ccccc1NC(=O)C1CC=CCC1C(=O)O (stereo unspecified)
#10 CCN(CC)CCCNC(=O)c1nn(-c2ccccc2OC)c(=O)c2ccccc12
#11 CCCCCCCCC(=O)NNC(=O)c1c(O)c2ccccc2n(CC)c1=O
#12 O=c1c2ccc(Cl)cc2nc(-c2cccc(C(F)(F)F)c2)n1O

assay / compound	7	8	9	10	11	12
PfG6PD inh	-11	-4	-17	-4	-15	-28
SENP6 inh	-1	-4	-10	-7	-8	-1
SENP8 block-1	1	12	-9	21	-8	-16
SENP7 inh	-9	-7	-1	5	-5	-1
Apaf-1 inh	7	5	-5	0	10	2
NLRP3 yeast inh	5	-1	6	15	33	52*
SENP8 block-2	-4	-6	-10	-7	4	5
SENP1 inh	3	2	2	1	2	3
HKDC1 inhibitor	-8	2	-8	-5	-11	-1

Sorted by heavy-atom count (smallest number first): some entries from above
#3 CC(C)(C)c1ccc2c(c1)OCC(C(=O)O)O2 (stereo unspecified)
#2 COc1ccc(-c2nc3ccccc3c(=O)o2)cc1OC
#8 COC(=O)NC(NC(=S)Nc1ccccc1OC)C(Cl)(Cl)Cl (stereo unspecified)
#12 O=c1c2ccc(Cl)cc2nc(-c2cccc(C(F)(F)F)c2)n1O
#11 CCCCCCCCC(=O)NNC(=O)c1c(O)c2ccccc2n(CC)c1=O
#9 O=C(NCCc1ccccc1)c1ccccc1NC(=O)C1CC=CCC1C(=O)O (stereo unspecified)
#4 Cc1nc(C(=O)NC2CCOCC2)sc1C1(C)CC(c2cccc([N+](=O)[O-])c2)=NO1 (stereo unspecified)
#6 COc1ccc(NC(=O)CCN2CCN(S(=O)(=O)c3ccc(C(C)C)cc3)CC2)cc1

assay / compound	3	2	8	12	11	9	4	6
PfG6PD inh	-10	3	-4	-28	-15	-17	-6	-19
SENP6 inh	-3	-14	-4	-1	-8	-10	-6	7
SENP8 block-1	23	-106	12	-16	-8	-9	22	3
SENP7 inh	-5	-17	-7	-1	-5	-1	1	4
Apaf-1 inh	6	8	5	2	10	-5	-2	16
NLRP3 yeast inh	7	21	-1	52*	33	6	7	16
SENP8 block-2	0	-10	-6	5	4	-10	-5	-3
SENP1 inh	2	-1	2	3	2	2	0	0
HKDC1 inhibitor	-6	8	2	-1	-11	-8	5	17

The listing continues.
#13 S=C(NCCc1ccccc1)NCc1cccc(Cl)c1
#14 O=C(N/N=C/c1cccc(OCc2ccccc2)c1)c1cccs1
#15 CCn1cc(S(=O)(=O)Nc2cc(C(=O)OC)ccc2C)cn1
#16 CCO[C@H]1OC(C(=O)N2CCCCCCC2)=C[C@@H](c2ccccc2)[C@@H]1CCCO
#17 COc1cc(OC)cc(C(=O)Nc2cccc3nc(C)ccc23)c1
#18 COc1cc(C2C3=C(COC3=O)Oc3cc4c(cc32)OCO4)ccc1OC(C)=O (stereo unspecified)

assay / compound	13	14	15	16	17	18
PfG6PD inh	22	22	-2	-1	12	9
SENP6 inh	2	20	5	-4	-15	/
SENP8 block-1	6	5	4	15	3	7
SENP7 inh	2	5	-6	5	-2	/
Apaf-1 inh	11	5	-5	2	3	/
NLRP3 yeast inh	12	5	-1	8	21	/
SENP8 block-2	3	0	4	3	11	/
SENP1 inh	0	0	0	0	0	1
HKDC1 inhibitor	1	7	-5	-2	-7	0

#19 Cc1ccnc(NC(=O)c2ccc3c(c2)NC(=O)C(C)S3)c1 (stereo unspecified)
#20 CCN1C(=O)/C(=C/C=C2/SCCN2C)SC1=S
#21 Cc1ccc2nc(NC(=O)C3CCCN(S(=O)(=O)c4cnc[nH]4)C3)sc2c1 (stereo unspecified)
#22 Cc1ccc(C)c(NC(NC(=O)c2cccnc2)C(Cl)(Cl)Cl)c1 (stereo unspecified)
#23 COc1ccc(NS(=O)(=O)c2cc(S(C)(=O)=O)ccc2C)cc1
#24 O=C(N/C(=C\c1ccccc1)C(=O)N1CCOCC1)c1cccc(Br)c1

assay / compound	19	20	21	22	23	24
PfG6PD inh	-10	5	-6	-8	-12	-8
SENP6 inh	55*	80*	3	1	-18	-9
SENP8 block-1	5	47*	8	7	15	3
SENP7 inh	25	77*	2	3	3	-4
Apaf-1 inh	-2	18	11	-26	-2	12
NLRP3 yeast inh	15	50	-13	18	19	16
SENP8 block-2	41	48	-4	4	-6	-1
SENP1 inh	4	27	0	3	-2	1
HKDC1 inhibitor	-6	2	-6	0	-4	4

#25 COc1ccc(Br)c(C(=O)Nc2cccc(S(=O)(=O)N3CCOCC3)c2)c1
#26 O=S(=O)(c1ccccc1)N1CCN(C(=S)Nc2ccccc2Cl)CC1
#27 COc1ccc(C(=O)Nn2c(C)nc3ccccc3c2=O)cc1Br
#28 COc1ccc(C(=O)OC(C)CN2CCOCC2)cc1OC (stereo unspecified)
#29 Cc1cccc(NC(=O)c2cccc(Cn3cc(Br)c([N+](=O)[O-])n3)c2)c1C
#30 CCC(=O)Nc1cccc(C2=NOC3(C2)C[C@@H](C(N)=O)N(C(=O)c2cc([N+](=O)[O-])cc([N+](=O)[O-])c2C)C3)c1 (stereo partly specified)

assay / compound	25	26	27	28	29	30
PfG6PD inh	7	8	-9	-14	4	14
SENP6 inh	6	-6	-2	6	12	-15
SENP8 block-1	7	11	14	11	14	4
SENP7 inh	-6	-7	-3	0	5	0
Apaf-1 inh	4	8	7	-5	5	5
NLRP3 yeast inh	11	2	-9	-9	11	19
SENP8 block-2	3	4	-15	1	0	-6
SENP1 inh	-2	2	1	-1	1	2
HKDC1 inhibitor	6	-2	0	-6	4	-2

#31 O=c1cc(CSc2nc3ccccc3c(=O)[nH]2)c2ccc(O)cc2o1
#32 COc1cc(S(=O)(=O)N(C)C)ccc1Br
#33 Cc1cc(-c2ccc(Cl)cc2)oc(=O)c1NC(=O)c1ccccc1
#34 CCCC12CN3CCN(CC(C3)/C1=N\NC(=O)c1ccc(F)cc1)C2
#35 CSc1nc2ccccc2nc1N(C)S(=O)(=O)c1ccc(C)cc1
#36 COc1ccc(NS(=O)(=O)c2cccc(C(=O)NCCCN3CCCC3=O)c2)cc1

assay / compound	31	32	33	34	35	36
PfG6PD inh	-20	-2	-11	6	1	-9
SENP6 inh	/	14	2	1	16	-16
SENP8 block-1	-357	11	-175	8	-24	-6
SENP7 inh	/	1	5	-2	4	-19
Apaf-1 inh	/	-18	-1	8	23	3
NLRP3 yeast inh	/	-27	14	-2	17	-7
SENP8 block-2	/	-1	2	-3	6	-8
SENP1 inh	-94	0	-12	1	-2	2
HKDC1 inhibitor	7	-14	2	-13	-1	-7

#37 CCCN1CNC(=S)N(c2ccc(C(=O)OCC)cc2)C1
#38 CC1(C)CC(=O)C2=C(C1)OC(N)=C(C#N)C2CCc1ccccc1 (stereo unspecified)
#39 CC1CCc2sc3nc(NCc4ccco4)n4ncnc4c3c2C1 (stereo unspecified)
#40 O=C(Cn1c(COc2ccc(Cl)cc2)nc2ccccc21)NCC(F)(F)F
#41 Cc1nc2sccn2c(=O)c1CCN1CCC(=C(c2ccc(F)cc2)c2ccc(F)cc2)CC1
#42 CCCCOC(=O)Nc1ccc(C)c(Cl)c1

assay / compound	37	38	39	40	41	42
PfG6PD inh	-13	-10	6	13	4	16
SENP6 inh	-2	19	-20	-40	20	31
SENP8 block-1	4	-6	-121	13	-60	13
SENP7 inh	10	2	12	-3	1	15
Apaf-1 inh	10	-3	21	-5	42*	2
NLRP3 yeast inh	23	7	3	-4	27	12
SENP8 block-2	-7	1	-20	-9	-2	-1
SENP1 inh	2	-6	-13	0	-3	-1
HKDC1 inhibitor	3	-3	1	-4	1	7

#43 CCCc1nc2n[nH]c(N)c2c2c1CCCC2
#44 Cc1cc2nnc(SC3CCCCN(C(=O)c4ccc(F)cc4)C3=O)n2c2ccccc12 (stereo unspecified)
#45 CC1=C(C)CC(C(=O)Nc2cccc([N+](=O)[O-])c2)C(C(=O)O)C1 (stereo unspecified)
#46 O=C(CCCn1cnc([N+](=O)[O-])n1)Nc1ccc(F)c(Cl)c1
#47 CC1CN(S(=O)(=O)c2ccc(C(=O)OCc3ccc(C#N)cc3)cc2)CC(C)O1 (stereo unspecified)
#48 CC(C)C(=O)Nc1nnc(S(=O)(=O)N2CCCc3ccccc32)s1
#49 CC1CC(C)CN(C(=O)CSc2ccsc2[N+](=O)[O-])C1 (stereo unspecified)

assay / compound	43	44	45	46	47	48	49
PfG6PD inh	1	19	-6	15	7	-6	-3
SENP6 inh	-6	23	-10	-18	-18	7	5
SENP8 block-1	-4	-139	1	13	0	13	13
SENP7 inh	3	8	-6	6	10	0	-5
Apaf-1 inh	-5	21	0	-5	3	6	4
NLRP3 yeast inh	11	-3	14	-9	13	13	4
SENP8 block-2	-3	7	-12	-1	1	-2	-1
SENP1 inh	3	-1	1	-1	0	-5	2
HKDC1 inhibitor	2	1	-7	-5	-2	-1	4
